# EZH2 inh = EZH2/PRC2 methyltransferase inhibitors, primary screen, biochemical, DELFIA time-resolved fluorescence, single point; PRC2 H3K27 methylation, DELFIA TRF, 1 h; inhibition, % at 12.5 µM; actives 0.35% (n = 57,000);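 active = mean inhibition of replicates at least 50% and every single replicate also reaching 50%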;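 note: dimethyl H3K27 on biotinylated H3 21-44 peptide detected by antibody; plate controls were median neutral control wells for no effect and median positive control wells for full effect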
# Target sequence (Q15910 whole entry, looked up): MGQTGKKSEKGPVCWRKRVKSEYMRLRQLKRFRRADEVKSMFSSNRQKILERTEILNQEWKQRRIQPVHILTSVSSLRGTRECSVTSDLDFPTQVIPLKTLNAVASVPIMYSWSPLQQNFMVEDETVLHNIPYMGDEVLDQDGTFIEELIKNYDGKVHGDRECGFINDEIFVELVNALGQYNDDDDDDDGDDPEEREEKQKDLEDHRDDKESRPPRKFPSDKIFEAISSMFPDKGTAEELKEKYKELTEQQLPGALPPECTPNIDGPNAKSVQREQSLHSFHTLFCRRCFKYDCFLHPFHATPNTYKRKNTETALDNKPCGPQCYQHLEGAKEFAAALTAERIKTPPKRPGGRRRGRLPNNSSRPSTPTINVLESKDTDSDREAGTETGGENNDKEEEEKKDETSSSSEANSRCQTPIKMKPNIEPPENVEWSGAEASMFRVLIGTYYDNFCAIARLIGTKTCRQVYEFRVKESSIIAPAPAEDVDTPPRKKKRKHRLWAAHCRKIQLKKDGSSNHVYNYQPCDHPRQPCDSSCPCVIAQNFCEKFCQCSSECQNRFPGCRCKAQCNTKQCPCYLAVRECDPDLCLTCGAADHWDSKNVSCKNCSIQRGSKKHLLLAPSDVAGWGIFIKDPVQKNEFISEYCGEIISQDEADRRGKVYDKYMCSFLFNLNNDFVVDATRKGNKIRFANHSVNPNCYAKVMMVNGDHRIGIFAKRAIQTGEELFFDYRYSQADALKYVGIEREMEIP
# IDH1 R132H inh = inhibitors of IDH1 R132H reductase, primary screen, biochemical, plate reader, single point. Isocitrate dehydrogenase [NADP] cytoplasmic (Homo sapiens), O75874. diaphorase/resazurin fluorescence, 60 min. inhibition, % at 10 µM. actives 0.18% (n = 70,000); in the data active = inhibition above about 34%;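 note: 0% = DMSO and 100% = no enzyme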
# * marks the source's active call; other numbers are inactive results; x = not tested or not shown; & = joins results of further samples. The list is partial; the hit share may differ from the screen's.
# Results follow in this order: EZH2 inh	IDH1 R132H inh
Cc1ccc(S(=O)(=O)Nc2ccc3c(c2)CC(=O)N([C@@H](C)CO)C[C@@H](C)[C@@H](CN(C)Cc2ccc(-c4ccccc4)cc2)O3)cc1
  x	2.3
C[C@H](NC(=O)C[C@@H]1C[C@H]2c3cc(NS(=O)(=O)c4ccc(F)cc4)ccc3O[C@H]2[C@H](CO)O1)c1ccccc1
  -2	-0.3
O=C(Cn1ccc([N+](=O)[O-])n1)Nc1cc(Cl)cc(Cl)c1
  3	-0.1
O=C(C[C@@H]1C=C[C@H](NC(=O)Nc2ccc(F)cc2)[C@@H](CO)O1)NCCN1CCCC1
  -1	0.0
C[C@@H]1CN([C@@H](C)CO)S(=O)(=O)c2ccc(C#Cc3ccccc3F)cc2O[C@@H]1CN(C)CC1CC1
  4	x
CO[C@H]1CN(C)C(=O)c2cc(NS(=O)(=O)c3ccccc3)ccc2OC[C@@H](C)NC[C@@H]1C
  -1	0.0
COc1ccc([N+](=O)[O-])cc1NC(=O)CN(C)S(=O)(=O)c1ccc(C)cc1
  11	0.2
COC(=O)C(CC#Cc1ccc2c(c1)[C@]1(C(=O)N2)[C@H](c2ccc(OCCO)cc2)N2[C@H](c3ccccc3)[C@H](c3ccccc3)OC(=O)[C@H]2[C@@H]1C(=O)NC[C@H](O)c1ccccc1)C(=O)OC
  -12	x
COCCOC(=O)N1C(=O)[C@@]2(c3cc(C#CC4(O)CCCCCC4)ccc31)[C@H](C(=O)N1CCN(c3ncccn3)CC1)[C@H]1C(=O)O[C@H](c3ccccc3)[C@H](c3ccccc3)N1[C@@H]2c1ccccc1OCCO
  -9	-0.1
COc1ccc(OC)c(S(=O)(=O)N(C)CC(=O)N2CCOCC2)c1
  12	-0.1
COc1ccc(NC(=O)Nc2cccc3c2O[C@H](CN(C)C)[C@@H](C)CN([C@@H](C)CO)C3=O)cc1
  5	-4.7
CCCN(C)C[C@H]1Oc2cc(/C=C/c3ccccc3)ccc2S(=O)(=O)N([C@H](C)CO)C[C@H]1C
  -15	-1.4
CO[C@@H]1CN(C)C(=O)c2cc(NC(=O)Nc3ccccc3F)ccc2OC[C@H](C)N(Cc2ccccc2C(=O)O)C[C@H]1C
  0	-0.1
Cc1cc(C)n2nc(SCC(=O)Nc3cccc(C(F)(F)F)c3)nc2n1
  15	-0.2
O=C(Nc1ccccc1F)N[C@H]1CC[C@@H](CCNC(=O)C2CCC2)O[C@@H]1CO
  -7	0.2
C[C@@H]1CN([C@H](C)CO)S(=O)(=O)c2ccc(C#Cc3ccc(F)cc3)cc2O[C@@H]1CN(C)S(=O)(=O)c1cn(C)cn1
  x	-3.9
C[C@@H]1CN([C@@H](C)CO)C(=O)c2cc(NC(=O)NC3CCCCC3)ccc2O[C@H]1CN(C)S(=O)(=O)c1cn(C)cn1
  x	-1.4
Cc1ccc(S(=O)(=O)N[C@H]2CC[C@@H](CCNS(=O)(=O)Cc3ccccc3)O[C@H]2CO)cc1
  -1	-0.2
COc1c(Br)cc2c(cc(C)n2-c2ccccc2)c1OCC(O)CNC(C)C (stereo unspecified)
  -38	0.6
CC(=O)N(C)C[C@@H]1Oc2cc(C#CC3(O)CCCC3)ccc2S(=O)(=O)N([C@H](C)CO)C[C@H]1C
  -8	-3.3

# Complete entries as entered above. Order of screens: EZH2 inh	IDH1 R132H inh
# `O=C(C[C@@H]1C=C[C@H](NC(=O)Nc2ccc(F)cc2)[C@@H](CO)O1)NCCN1CCCC1` in the list: -1	0.0
# `O=C(Cn1ccc([N+](=O)[O-])n1)Nc1cc(Cl)cc(Cl)c1` in the list: 3	-0.1
# `C[C@@H]1CN([C@H](C)CO)S(=O)(=O)c2ccc(C#Cc3ccc(F)cc3)cc2O[C@@H]1CN(C)S(=O)(=O)c1cn(C)cn1` in the list: x	-3.9
# `COCCOC(=O)N1C(=O)[C@@]2(c3cc(C#CC4(O)CCCCCC4)ccc31)[C@H](C(=O)N1CCN(c3ncccn3)CC1)[C@H]1C(=O)O[C@H](c3ccccc3)[C@H](c3ccccc3)N1[C@@H]2c1ccccc1OCCO` in the list: -9	-0.1

# The main list resumes; the 3 compounds before the break are reprinted first.
# Results follow in this order: EZH2 inh	IDH1 R132H inh
Cc1ccc(S(=O)(=O)N[C@H]2CC[C@@H](CCNS(=O)(=O)Cc3ccccc3)O[C@H]2CO)cc1
  -1	-0.2
COc1c(Br)cc2c(cc(C)n2-c2ccccc2)c1OCC(O)CNC(C)C (stereo unspecified)
  -38	0.6
CC(=O)N(C)C[C@@H]1Oc2cc(C#CC3(O)CCCC3)ccc2S(=O)(=O)N([C@H](C)CO)C[C@H]1C
  -8	-3.3
CC(C)C#Cc1cnc2c(c1)C(=O)N([C@@H](C)CO)C[C@@H](C)[C@@H](CN(C)C(=O)CCN1CCCCC1)O2
  -7	0.3
CC(C)NC(=O)Nc1ccc2c(c1)C(=O)N([C@@H](C)CO)C[C@H](C)[C@H](CN(C)S(=O)(=O)c1cn(C)cn1)OCCCC[C@@H](C)O2
  x	-0.5
CCCC(=O)Nc1ccc2c(c1)C(=O)N(C)C[C@H](OC)[C@H](C)CN(CCC)[C@@H](C)CO2
  2	0.6
C[C@H]1CN([C@@H](C)CO)C(=O)c2cc(-c3cccc(C(=O)N(C)C)c3)cnc2O[C@@H]1CN(C)S(=O)(=O)c1ccccc1
  24	-11
C[C@@H]1CN([C@H](C)CO)C(=O)c2cc(NC(=O)Nc3ccc4c(c3)OCO4)ccc2O[C@@H]1CN(C)Cc1ccc(C(=O)O)cc1
  x	1.2
O=C(N[C@@H]1C=C[C@@H](CC(=O)N2CCc3ccccc3C2)O[C@H]1CO)C1CCC1
  0	-0.1
CCCN(C)C[C@H]1Oc2cc(C#CCOC)ccc2S(=O)(=O)N([C@@H](C)CO)C[C@H]1C
  -9	0.1
CCCNC(=O)N1C[C@H](C)[C@@H](OC)CN(C)C(=O)c2ccc(NC(=O)CC)cc2OC[C@H]1C
  15	0.1
C[C@H]1CN([C@@H](C)CO)C(=O)c2cc(C#Cc3cccc(F)c3)cnc2O[C@@H]1CN(C)C(=O)C1CCCCC1
  -53	x
COCC(=O)N1C[C@@H](C)[C@@H](OC)CN(C)C(=O)c2ccc(NC(=O)Nc3ccccc3)cc2OC[C@H]1C
  5	-0.1
CC(C)CC#Cc1ccc2c(c1)O[C@H](CN(C)C(=O)CN(C)C)[C@@H](C)CN([C@@H](C)CO)S2(=O)=O
  -2	3.8
C[C@H]1CN([C@@H](C)CO)C(=O)CCCn2cc(nn2)CO[C@@H]1CN(C)C(=O)NC1CCCC1
  -8	x
CCCNC(=O)Nc1ccc2c(c1)C(=O)N(C)C[C@H](OC)[C@H](C)CN(Cc1ccc(-c3ccccn3)cc1)[C@@H](C)CO2
  9	0.3
Cc1noc(C)c1NC(=O)Nc1ccc2c(c1)CC(=O)N([C@@H](C)CO)C[C@@H](C)[C@@H](CN(C)S(=O)(=O)c1ccc(F)cc1)O2
  x	0.1
Cc1noc(C)c1S(=O)(=O)Nc1cccc2c1O[C@H](CN(C)C(=O)Nc1ccc3c(c1)OCO3)[C@H](C)CN([C@@H](C)CO)C2=O
  x	-2.9
Cc1noc(C)c1NC(=O)N(C)C[C@@H]1Oc2c(NC(=O)C3CCOCC3)cccc2C(=O)N([C@@H](C)CO)C[C@H]1C
  x	-0.1
CC1(CO)CC(=O)CC2(C)C3=C(CCC12)C(=O)OC3 (stereo unspecified)
  6	0.6
C[C@H](CO)N1C[C@H](C)[C@H](CN(C)C(=O)NC2CCCCC2)Oc2c(NS(=O)(=O)c3ccccc3)cccc2C1=O
  15	-2.4
C[C@@H]1CN([C@@H](C)CO)C(=O)c2cccc(NC(=O)Nc3ccccc3)c2O[C@@H]1CN(C)CC1CCCCC1
  3	1.7
CNC[C@H]1Oc2ccc(N(C)C)cc2CC(=O)N([C@@H](C)CO)C[C@@H]1C
  1	1.8
COCC(=O)N(C)C[C@@H]1Oc2ncc(C#C[C@@H](C)O)cc2C(=O)N([C@@H](C)CO)C[C@H]1C
  -8	-4.7
C[C@H]1CN([C@@H](C)CO)C(=O)c2cc(C#CCc3ccccc3)cnc2O[C@@H]1CN(C)C(=O)C1CC1
  -7	3.5
CN(C)CC(=O)N[C@@H]1CC[C@H](CCNC(=O)C2CCC2)O[C@H]1CO
  -1	0.2
COc1ccc(S(=O)(=O)Nc2ccc3c(c2)CC(=O)N([C@H](C)CO)C[C@@H](C)[C@@H](CN(C)Cc2ccncc2)O3)cc1
  x	6.5
C[C@@H]1CN([C@@H](C)CO)C(=O)c2cc(NS(=O)(=O)c3ccc(Cl)cc3)ccc2O[C@@H](C)CCCCO[C@H]1CN(C)S(=O)(=O)c1ccccc1
  x	-1.2
CO[C@H]1CN(C)C(=O)c2cc(NC(C)=O)ccc2OC[C@H](C)N(C(=O)c2ccccn2)C[C@@H]1C
  7	0.0
C=C1CCC(C)C(C)(CCC2=CCOC2=O)C/C=C\C=C/1C(=O)O (stereo unspecified)
  x	0.5
CO[C@H]1CC[C@H]2CCOc3c(C#N)cccc3C(=O)N(C)C[C@H](c3ccccc3)CC(=O)N(C)C[C@@H]1O2
  18	-0.3
C[C@@H]1CN([C@@H](C)CO)C(=O)c2cc(NC(=O)CCN3CCOCC3)ccc2O[C@@H]1CN(C)S(=O)(=O)c1ccc(F)cc1
  -5	0.0
COCC(C)NCc1ccc(OC)c(OC)c1OC (stereo unspecified)
  x	0.2
C[C@H]1CN([C@@H](C)CO)C(=O)c2cc(-c3cccc(C(=O)N(C)C)c3)cnc2O[C@H]1CN(C)S(=O)(=O)c1cccc(F)c1
  x	0.0
CCc1cc2c(SCC(=O)Nc3cccc(C)c3)ncnc2s1
  45	-0.3
CC(C)(C)NS(=O)(=O)c1ccc(OCC(=O)Nc2ccc(F)c(Cl)c2)cc1
  -10	0.1
O=C(CN1CCOCC1)NCC[C@@H]1CC[C@H](NS(=O)(=O)c2ccc(Cl)cc2)[C@H](CO)O1
  3	-0.1
CCCC(=O)Nc1ccc2c(c1)OC[C@@H](C)N(C(=O)CC)C[C@@H](C)[C@H](OC)CN(C)C2=O
  0	0.4
C[C@@H]1CN([C@H](C)CO)C(=O)Cc2cc(NC(=O)Cc3ccccc3)ccc2O[C@H]1CN(C)Cc1ccc(Oc2ccccc2)cc1
  x	0.4
COc1cc(O)c(CC=C(C)C)cc1C(=O)/C=C/c1ccc(O)c(CC=C(C)C)c1
  24	-0.1
C[C@@H]1CN([C@@H](C)CO)C(=O)Cc2cc(NC(=O)Nc3ccc(F)cc3)ccc2O[C@@H]1CN(C)Cc1ccc2c(c1)OCO2
  x	-0.5
CC(=O)OC[C@H]1O[C@@H](Oc2c(-c3ccc(O)cc3)oc3cc(O)cc(O)c3c2=O)[C@H](O)[C@@H](O)[C@@H]1O
  x	0.5
CO[C@@H]1CN(C)C(=O)c2cc(NS(C)(=O)=O)ccc2OC[C@@H](C)N(CC2CCOCC2)C[C@@H]1C
  2	0.3
COc1ccc(NC(=O)Nc2cccc3c2O[C@@H](CN(C)S(=O)(=O)c2cn(C)cn2)[C@H](C)CN([C@H](C)CO)C3=O)cc1
  x	2.4
CC(C)NC(=O)Nc1ccc2c(c1)C(=O)N([C@@H](C)CO)C[C@@H](C)[C@H](CN(C)C(=O)c1ccccc1)OCCCC[C@@H](C)O2
  0	x
C[C@@H]1CN([C@@H](C)CO)C(=O)c2cccc(NC(=O)C3CCCCC3)c2O[C@@H]1CN(C)Cc1ccc(-c2ccccc2)cc1
  x	-8.5
CCCC#Cc1ccc2c(c1)O[C@H](CN(C)S(=O)(=O)c1cccc(OC)c1)[C@H](C)CN([C@H](C)CO)S2(=O)=O
  22&18	0.1
C[C@@H]1CN([C@@H](C)CO)C(=O)Cc2cc(NC(=O)Nc3cccc4ccccc34)ccc2O[C@@H]1CN(C)C(=O)NC1CCCCC1
  -17	-0.9
COC(=O)CCC(=O)Nc1ccc(C(N)=O)cc1
  -11	0.1
C[C@@H]1CN([C@@H](C)CO)S(=O)(=O)c2ccc(C#Cc3ccccc3)cc2O[C@H]1CN(C)C(=O)CN(C)C
  x	-0.1
C[C@H](CO)N1C[C@H](C)[C@@H](CN(C)Cc2ccc3c(c2)OCO3)Oc2ccc(NS(=O)(=O)c3ccc(Cl)cc3)cc2CC1=O
  x	0.3
C[C@@H]1CCCCO[C@H](CN(C)C(=O)c2ccccc2)[C@H](C)CN([C@@H](C)CO)C(=O)c2cc(NC(=O)Nc3ccccc3)ccc2O1
  x	1.2
COc1ccc(CN(C)C[C@@H]2Oc3ccc(NC(=O)CCN4CCOCC4)cc3CC(=O)N([C@@H](C)CO)C[C@@H]2C)cc1
  -6	0.5
CCO[C@@H]1OC(C(=O)O)=C[C@H](C2CC2)[C@H]1CCCO
  -2	x
C[C@@H]1CN([C@H](C)CO)S(=O)(=O)c2ccc(C#CCN(C)C)cc2O[C@@H]1CN(C)C(=O)CN(C)C
  x	-0.4
O=C(NCC[C@H]1CC[C@H](NC(=O)C2CCCC2)[C@@H](CO)O1)c1cnccn1
  4	0.1
CCC(=O)N(C)C[C@@H]1Oc2cc(C#Cc3ccncc3)ccc2S(=O)(=O)N([C@H](C)CO)C[C@H]1C
  3	-4.3
O=C(CN1CCOCC1)N[C@@H]1CC[C@H](CCNC(=O)C2CCCC2)O[C@@H]1CO
  4	0.2
C[C@@H]1CN([C@@H](C)CO)C(=O)c2cc(NC(=O)CCC(F)(F)F)ccc2O[C@H]1CN(C)C(=O)NC1CCCCC1
  2	-1.1
C[C@@H]1CN([C@@H](C)CO)C(=O)c2cc(NC(=O)c3ccncc3)ccc2O[C@@H](C)CCCCO[C@H]1CN(C)C(=O)Nc1cccc2ccccc12
  x	1.1
C[C@@H]1CN([C@H](C)CO)C(=O)c2cc(N(C)C)ccc2O[C@H]1CN(C)C(=O)Nc1ccc(C(F)(F)F)cc1
  -3	-1.2
